USP1 inh: blocks the human USP1/UAF1 deubiquitinase complex; 0.23% of 390,000 active; O94782; Potency, µM (top dose mostly 57.1 µM), for inactives: top-dose activity change, negative = inhibition, most hits filed as inhibitors; recombinant USP1/UAF1, Ub-Rhodamine cleavage fluorescence; AID 743255; note: potency is the fitted concentration of half-maximal effect; % is set by controls: 0 for no effect and ±100 for the full control effect; nearly all actives have a fitted effect of over 60% in size; inactives centre near -12
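Step one: compound is pinned into 1nM USP1/UAF1 in HEPES pH 7.8 buffer with TCEP. Step two: 15 min room-temperature incubation. Step three: Ub-Rho (150nM final) starts cleavage, tracked by fluorescence over six one-minute reads.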
D2 agonist: activates the human D2 dopamine receptor; P14416; HEK293 T-REx D2 cells, calcium flux agonist mode; activation, % at 2 µM; 0.53% of 340,000 active;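 active = activation over 3 SD above normal in the single-dose calcium agonist read, cut at about 30% in these data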; note: 0% is about no effect
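Calcium-flux readout, 1 cycle/sec over 180 s following compound pin transfer, in inducible HEK293 Trex D2 cells (force-coupled); dopamine controls included. Positive calcium responses during this window marked compounds as potential agonists.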
TRHR agonist: TRH receptor (human) agonism | P34981 | TRHR cells, calcium flux fluo-8, FDSS agonist mode | activation, % at 2 µM | 0.18% of 360,000 active | AID 493084; in the data active = activation above about 30%; note: 0% is about no effect
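Agonist-mode FDSS calcium read (Ex 480/Em 530, 1 s cycles) in 1536-well TRHR cells with fluo-8 dye, after 10-cycle baseline and 23 nL compound addition; TRH at EC20 (10 nM final) added afterwards for the enhancer phase.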
TrxR1 substrate: is turned over as a substrate by rat TrxR1. O89049. Potency, µM (highest dose often 114 µM), for the others: top-dose activity change, negative = substrate turnover. 0.01% of 390,000 active. AID 588456. purified TrxR1 substrate turnover, NADPH consumption readout; note: potency is the fitted concentration of half-maximal effect; % is set by controls: 0 for no effect and ±100 for the full control effect; nearly all actives have a fitted effect of over 50% in size
Target sequence (O89049 whole entry, looked up): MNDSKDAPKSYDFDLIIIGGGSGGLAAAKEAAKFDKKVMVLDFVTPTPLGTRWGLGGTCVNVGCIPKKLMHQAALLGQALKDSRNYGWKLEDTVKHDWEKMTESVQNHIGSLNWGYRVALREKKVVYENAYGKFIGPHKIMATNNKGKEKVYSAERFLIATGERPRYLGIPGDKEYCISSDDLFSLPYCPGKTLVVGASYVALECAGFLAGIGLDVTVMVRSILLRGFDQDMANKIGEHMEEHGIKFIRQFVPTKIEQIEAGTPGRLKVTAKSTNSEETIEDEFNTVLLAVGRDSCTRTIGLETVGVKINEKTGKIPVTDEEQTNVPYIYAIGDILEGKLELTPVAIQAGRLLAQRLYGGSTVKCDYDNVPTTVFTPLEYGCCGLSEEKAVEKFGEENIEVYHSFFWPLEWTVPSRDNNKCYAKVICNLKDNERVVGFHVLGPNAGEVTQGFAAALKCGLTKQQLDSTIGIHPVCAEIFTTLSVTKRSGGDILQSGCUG
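Rat TrxR1, dispensed at 90 nM, was prereduced with 400 uM NADPH (final) for 5 min at ~22 deg C, then incubated with compound 15 min before 400 uM selenite. A first-read NADPH fluorescence drop versus no-compound background flagged substrates.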
TRHR PAM: allosterically enhances the human TRH receptor | P34981 | TRHR cells, fluo-8 calcium fluorescence, EC20 TRH enhancement | enhancement, % at 2 µM | 0.66% of 360,000 active; in the data active = enhancement above about 30%; note: 0% is about no effect
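TRHR-expressing cells loaded with fluo-8 calcium dye were read kinetically (ex 480/em 530) during compound addition, then stimulated with an EC20 of TRH (10 nM final). Enhancement of the Gq-mediated intracellular calcium response was scored.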
IDH1 R132H inh: inhibitors of human mutant IDH1 R132H. IDH1-R132H enzyme, NADPH consumption, diaphorase/resazurin fluorescence. Potency, µM (doses to about 76.6 µM), inactives show at the highest dose activity change, negative = inhibition, actives largely listed as inhibitors. 0.093% of 390,000 active; note: potency is the fitted concentration of half-maximal effect; % is set by controls: 0 for no effect and ±100 for the full control effect; nearly all actives have a fitted effect of over 65% in size
Target sequence (O75874 whole entry R132H, stated change not applied): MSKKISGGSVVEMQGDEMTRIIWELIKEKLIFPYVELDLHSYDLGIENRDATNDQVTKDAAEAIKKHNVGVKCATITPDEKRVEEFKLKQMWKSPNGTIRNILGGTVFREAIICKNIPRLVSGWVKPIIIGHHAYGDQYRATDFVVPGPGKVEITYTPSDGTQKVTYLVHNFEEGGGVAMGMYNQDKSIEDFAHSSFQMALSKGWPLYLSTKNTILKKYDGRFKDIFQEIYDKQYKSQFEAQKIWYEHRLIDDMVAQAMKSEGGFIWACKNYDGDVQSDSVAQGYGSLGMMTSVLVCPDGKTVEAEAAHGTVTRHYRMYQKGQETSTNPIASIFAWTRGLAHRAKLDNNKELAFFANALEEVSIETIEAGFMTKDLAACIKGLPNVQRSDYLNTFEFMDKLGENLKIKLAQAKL
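IDH1-R132H (0.5 ug/mL) preincubated 30 min with compound, then NADPH (0.016 mM) and alpha-KG (2 mM) added; 80 min at RT, pH 7.5. Remaining NADPH coupled via diaphorase/resazurin to fluorescence (540/590 nm); concentration-response curves normalized to no-enzyme control.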
PI4K2A inh: blocks human PI4K2A kinase activity; Q9BTU6; 0.13% of 420,000 active; activity change, negative = inhibition, % at 76.9 µM; purified PI4K2A, ADP-Glo luminescence, 1 h; active compounds read low; AID 1346378; in the data active = activity change below about -50%; inconclusive = mostly about -30% to -49%;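 note: -100% = wells without enzyme as full effect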
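In this quantitative HTS, ADP production by PI4K2A was quantified luminescently after 1 h at ambient temperature; 100 microM adenosine served as plate-quality control.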
TrxR1 inh: rat TrxR1 inhibition; O89049; 1% of 390,000 active; AID 588453; recombinant rTrxR1, NADPH fluorescence consumption, selenite substrate; Potency, µM (doses to about 114 µM), without a hit: at the top dose activity change, negative = inhibition, usual class: inhibitors; note: potency is the fitted concentration of half-maximal effect; % is set by controls: 0 for no effect and ±100 for the full control effect; nearly all actives have a fitted effect of over 65% in size
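Rat TrxR1 (90 nM in the dispensed reagent) was pre-reduced with 400 uM NADPH for 5 min at room temperature, then incubated with compound for 15 min. After 400 uM selenite was added, NADPH fluorescence (Ex 340/Em 450 nm) was followed for 8 min.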
D2 antagonist: antagonizes the human D2 dopamine receptor; 2% of 340,000 active; HEK293 TREx D2 cells, calcium flux, dopamine EC80; inhibition, % at 10 µM; AID 485344; in the data active = inhibition above about 30%; note: 0% is about no effect
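Overnight-induced (tetracycline, 30 C) HEK293 T-REx cells carrying force-coupled D2 receive a no-wash calcium dye, then compound, then EC80 dopamine at 180 s; signals are read kinetically throughout.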
* hit, by the source's call; ? = inconclusive; nt = not tested or not shown; & = joins results of further samples; [ ] = another dose, or the depositor's remark. Unless noted, calls come from the whole dose curve; as a rule, active = well fitted inhibition curve with a large enough effect; inconclusive = small, poorly fitted or top-dose-only effect; inactive = no such curve, though single readings can be large or run the other way. Rows are unselected; overall some 3.9% were active at least once.

structure	USP1 inh	D2 agonist	TRHR agonist	TrxR1 substrate	TRHR PAM	IDH1 R132H inh	PI4K2A inh	TrxR1 inh	D2 antagonist
CC(C)C(C(=O)Nc1ccc(S(=O)(=O)N2CCOCC2)cc1)N1C(=O)c2ccccc2C1=O (stereo unspecified)	-14%	0.4	2.2	-2%	3	7%	5	14%	-12
COc1cc(NC(=O)c2cccnc2)c(OC)cc1NC(=O)c1ccc(Br)cc1	-11%	0.0	0.0	-2%	-9	1%	-1	-10%	-2
Cc1nc(SCC2(C)CC2(Cl)Cl)n[nH]1 (stereo unspecified)	-10%	-0.6	0.0	-2%[57.1 µM]	0	0%	2	2%[57.1 µM]	14
O=C(CC1SC(N2CCCCC2)=NC1=O)Nc1cccc(C(=O)N2CCCC(C(F)(F)F)C2)c1 (stereo unspecified)	-12%	nt	nt	10%	nt	3%	0	12%	nt
CCCC[C@H]1COCCS(=O)(=O)N1Cc1cccc([N+](=O)[O-])c1	-25%	0.5	-0.1	-8%&-4%	-1	18%	-1	-2%&13%	0
CCN(C(=O)COC(=O)c1ccc(OC)c(S(=O)(=O)N2CCCc3ccccc32)c1)C1CCS(=O)(=O)C1 (stereo unspecified)	-15%	3.2	0.1	-6%	2	21%	-1	2%	-21
O=C(CN(Cc1ccccc1)C(=O)c1ccc2c(c1)OCCO2)NCc1ccc2c(c1)OCO2	-17%	1.4	2.2	-6%	-2	7%	-2	13%[57.1 µM]	-22
COc1cccc(CSc2nc3ccncc3n2CC(=O)Nc2ccc(OC)c(OC)c2OC)c1	-23%	0.7	0.4	-6%	1	5%	3	-4%	nt
CCOC(=O)c1ccc(NC(=O)c2cc(C)nn2-c2ccccc2)cc1	-14%	-0.8	0.7	3%	-5	10%	-6	15%	3
CC(C)[C@H](NC(=O)c1ccccc1)C(=O)OCC(=O)NCC1CCCO1 (stereo partly specified)	-4%	nt	nt	-6%	nt	-7%	4	6%	nt
COc1ccccc1-n1cnnc1SCC(=O)Nc1cc(C(C)(C)C)nn1-c1ccccc1	-12%	0.6	0.1	-1%	10	3%	-2	-7%	10
Cc1ccc(C)c(N2CCN(C(=O)CN3C(=O)COc4ccc(S(=O)(=O)N5CCCC5)cc43)CC2)c1	-12%	nt	-0.8	-5%	-3	-15%	1	7%	nt
Cc1nc(SCc2ccc(O)c([N+](=O)[O-])c2)n[nH]1	-17%	0.1	0.1	1%	1	6%	4	-1%	-21
C/C(=N\NC(=O)c1nnn(-c2nonc2N)c1CN(C)c1ccccc1)c1cccs1	-18%	-0.8	0.6	2%	24	-2%	4	-1%	0
Cc1ccc(-c2cn(S(=O)(=O)c3cccc([N+](=O)[O-])c3)nc2N)cc1	-19%	0.7	-0.2	2%	43*	-4%	-2	7%[57.1 µM]	-10
Cn1c(=O)c2c(nc(Br)n2CCSc2nc3ccccc3o2)n(C)c1=O	-23%	0.5	-0.4	6%	2	2%	-2	31%	-5
COc1ccc(Cn2cc(C(=O)c3ccccc3)c(=O)c3cc(OC)ccc32)cc1	-12%	-0.4	-1.1	7%	-4	15%	-1	6%[57.1 µM]	10
Cc1ccccc1N(CC(=O)NCCc1ccccc1)C(=O)c1ccc(N2CCCC2)nc1	-9%	-0.7	-1.0	6%	-7	11%	1	14%	8
CCN1CCN(c2ccc(NC(=O)c3ccco3)cc2Cl)CC1	-6%	-0.3	0.4	4%	5	7%	2	32%	3
CCC(=O)N1CCc2cc(Br)cc(S(=O)(=O)N3CCCCC3CC)c21 (stereo unspecified)	-22%	0.1	-1.1	6%[57.1 µM]	4	4%	-3	10%[57.1 µM]	-2
CCOc1ccccc1N(CC)C(=O)c1cc2c(=O)[nH]c3ccc(C)cc3c2s1	?	-0.1	-0.2	4%	-2	?	-3	10%	nt
Cc1ccc(-c2nnc(Nc3ccc(OCC(N)=O)cc3)c3ccccc23)cc1S(=O)(=O)N(C)C	-19%	-1.7	1.6	3%	-11	-3%	-2	-4%	nt
CCc1ccccc1NC(=O)NC1CCCCCCC1	-13%	nt	-0.6	-3%	1	-9%	-4	14%	nt
COc1cccc(CN(C)C(=O)CN2C(=O)NC3(CCCc4ccccc43)C2=O)c1 (stereo unspecified)	-6%	0.5	-0.4	-6%	1	3%	1	-5%	-33
CCOC(=O)CSc1cn2c(n1)CCC2	-9%	nt	-1.0	-6%	5	4%	1	12%	nt

Part of the list above in order of length of the SMILES, smallest number first.
structure	USP1 inh	D2 agonist	TRHR agonist	TrxR1 substrate	TRHR PAM	IDH1 R132H inh	PI4K2A inh	TrxR1 inh	D2 antagonist
Cc1nc(SCC2(C)CC2(Cl)Cl)n[nH]1 (stereo unspecified)	-10%	-0.6	0.0	-2%[57.1 µM]	0	0%	2	2%[57.1 µM]	14
Cc1nc(SCc2ccc(O)c([N+](=O)[O-])c2)n[nH]1	-17%	0.1	0.1	1%	1	6%	4	-1%	-21
COc1ccc(Cn2cc(C(=O)c3ccccc3)c(=O)c3cc(OC)ccc32)cc1	-12%	-0.4	-1.1	7%	-4	15%	-1	6%[57.1 µM]	10
Cc1ccccc1N(CC(=O)NCCc1ccccc1)C(=O)c1ccc(N2CCCC2)nc1	-9%	-0.7	-1.0	6%	-7	11%	1	14%	8
C/C(=N\NC(=O)c1nnn(-c2nonc2N)c1CN(C)c1ccccc1)c1cccs1	-18%	-0.8	0.6	2%	24	-2%	4	-1%	0
Cc1ccc(-c2cn(S(=O)(=O)c3cccc([N+](=O)[O-])c3)nc2N)cc1	-19%	0.7	-0.2	2%	43*	-4%	-2	7%[57.1 µM]	-10
CC(C)C(C(=O)Nc1ccc(S(=O)(=O)N2CCOCC2)cc1)N1C(=O)c2ccccc2C1=O (stereo unspecified)	-14%	0.4	2.2	-2%	3	7%	5	14%	-12
Cc1ccc(-c2nnc(Nc3ccc(OCC(N)=O)cc3)c3ccccc23)cc1S(=O)(=O)N(C)C	-19%	-1.7	1.6	3%	-11	-3%	-2	-4%	nt
Cc1ccc(C)c(N2CCN(C(=O)CN3C(=O)COc4ccc(S(=O)(=O)N5CCCC5)cc43)CC2)c1	-12%	nt	-0.8	-5%	-3	-15%	1	7%	nt

Next section.
structure	USP1 inh	D2 agonist	TRHR agonist	TrxR1 substrate	TRHR PAM	IDH1 R132H inh	PI4K2A inh	TrxR1 inh	D2 antagonist
COc1ccc2c(c1)CCc1c-2n[nH]c1C(=O)O	5%	0.5	0.2	18%[57.1 µM]	-2	-2%	7	7%[57.1 µM]	31*
CCOc1cc(/C=N\NC(=O)Cn2nnc3ccccc32)ccc1O	-13%	-0.7	0.6	-3%	3	0%	4	9%[57.1 µM]	2
CCOC(=O)c1sc2nc(C)n(CC(=O)NCC3CCCO3)c(=O)c2c1C (stereo unspecified)	-13%	0.4	0.2	11%[57.1 µM]	1	6%	2	-1%	-1
CC(C)(C)Cc1nc(-c2ccccn2)no1	-6%	-0.2	0.9	-11%	-4	4%	2	-10%	13
COc1ccc(-c2cc(C)no2)cc1S(=O)(=O)N1CCCN(Cc2ccc(F)cc2)C1	-12%	1.7	0.2	-10%	-5	-7%	7	7%	4
O=C(COc1ccccc1Cl)Nc1nnc(S(=O)(=O)N2CCCC2)s1	-15%&-5%	0.5&-0.2	-0.6&-0.1	-5%	13&-4	0%&1%	-1&2	2%&13%	1
CCC(=O)N1CCc2cc(S(=O)(=O)CCC(=O)Nc3cccc(C)n3)ccc21	-6%	35*	-0.7	-1%	0	-1%	1	10%	-15
COc1cc(CN2CCC(CCC(=O)NC3CC3)CC2)cc(Cl)c1OC	-12%	-1.0	0.5	-10%	18	0%	-1	-9%	-8
Cn1c(=O)n(C)c2cc(S(=O)(=O)NCc3ccco3)ccc21	-17%	-0.2	0.7	-2%	-1	0%	10	-4%	-11
c1ccc(CNc2nc(N3CCOCC3)nc(N3CCOCC3)n2)cc1	-15%	0.6	0.5	6%	1	2%	1	7%	-15
CCC(C)NC(=O)c1ccc(-n2c(-c3ccccc3)cc3c2CCCC3)cc1 (stereo unspecified)	-27%	0.1	0.0	-2%	3	8%	4	14%	nt
COCCN(C(=O)CCCC(=O)Nc1ccccn1)C(C(=O)NC1CCCC1)c1ccc(C)cc1 (stereo unspecified)	-14%	-0.5	-0.3	9%[57.1 µM]	7	0%	-10	-3%[57.1 µM]	-15
COc1ccccc1NC(=O)c1ccc(C(=O)Nc2ccccc2OC)nc1	-22%	0.2	0.7	4%	-3	-1%	2	22%	0
O=C(C(=O)N1CCCc2ccccc21)N1CCCc2ccccc21	9%	0.2	-0.6	1%[57.1 µM]	6	-1%	-2	13%[57.1 µM]	-12
Cc1c(NC2(c3nnnn3-c3ccc(Br)cc3)CCCCC2)c(=O)n(-c2ccccc2)n1C	-4%	nt	-0.3	-3%	-1	2%	2	12%	-2

High-throughput results from PubChem.
